Bioassay records: PubChem, National Center for Advancing Translational Sciences (NCATS)
ATXN viability: viability counter-screen for ATXN expression inhibitors. S2 cells (HEK-293 line with an ATXN2-luciferase reporter) viability, CellTiter-Fluor protease fluorescence, 24 h. AID 651635. Potency, µM (highest dose often 56.7 µM), most hits filed as cytotoxic. hit rate 0.49% among 400,000; note: nearly all actives have a fitted effect of over 40% in size
Nrf2 activator: activators of Nrf2 (ARE) signaling. hit rate 0.31% among 410,000. Potency, µM (series often up to 46.1 µM), inactives show at the top dose activation, usual class: activators. AREc32 ARE-luciferase reporter (MCF7-derived line), luminescence, 24 h; note: % of control where 0% means no effect; nearly all actives have a fitted effect of over 65% in size
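AREc32_Fluc, 1000 cells/well, OPTI-MEM + 5% FBS, o/n 37 deg C 5% CO2; 23 nL cpd by pin tool, 24 hr; Steady-Glo 30 min RT, luminescence.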
EPAC2 antag: antagonists of human EPAC2; Q8WZA2; EPAC2 GEF exchange of Rap1B-BODIPY-GDP, fluorescence; Potency, µM (titrated, usually from 114 µM), inactives show top-dose activity, negative = inhibition, usual class: inhibitors; hit rate 0.18% among 360,000; AID 720708; note: % is set by controls: 0 for no effect and ±100 for the full control effect; nearly all actives have a fitted effect of over 45% in size; many of its hits are not listed in these tables
Target sequence (Q8WZA2 whole entry, looked up): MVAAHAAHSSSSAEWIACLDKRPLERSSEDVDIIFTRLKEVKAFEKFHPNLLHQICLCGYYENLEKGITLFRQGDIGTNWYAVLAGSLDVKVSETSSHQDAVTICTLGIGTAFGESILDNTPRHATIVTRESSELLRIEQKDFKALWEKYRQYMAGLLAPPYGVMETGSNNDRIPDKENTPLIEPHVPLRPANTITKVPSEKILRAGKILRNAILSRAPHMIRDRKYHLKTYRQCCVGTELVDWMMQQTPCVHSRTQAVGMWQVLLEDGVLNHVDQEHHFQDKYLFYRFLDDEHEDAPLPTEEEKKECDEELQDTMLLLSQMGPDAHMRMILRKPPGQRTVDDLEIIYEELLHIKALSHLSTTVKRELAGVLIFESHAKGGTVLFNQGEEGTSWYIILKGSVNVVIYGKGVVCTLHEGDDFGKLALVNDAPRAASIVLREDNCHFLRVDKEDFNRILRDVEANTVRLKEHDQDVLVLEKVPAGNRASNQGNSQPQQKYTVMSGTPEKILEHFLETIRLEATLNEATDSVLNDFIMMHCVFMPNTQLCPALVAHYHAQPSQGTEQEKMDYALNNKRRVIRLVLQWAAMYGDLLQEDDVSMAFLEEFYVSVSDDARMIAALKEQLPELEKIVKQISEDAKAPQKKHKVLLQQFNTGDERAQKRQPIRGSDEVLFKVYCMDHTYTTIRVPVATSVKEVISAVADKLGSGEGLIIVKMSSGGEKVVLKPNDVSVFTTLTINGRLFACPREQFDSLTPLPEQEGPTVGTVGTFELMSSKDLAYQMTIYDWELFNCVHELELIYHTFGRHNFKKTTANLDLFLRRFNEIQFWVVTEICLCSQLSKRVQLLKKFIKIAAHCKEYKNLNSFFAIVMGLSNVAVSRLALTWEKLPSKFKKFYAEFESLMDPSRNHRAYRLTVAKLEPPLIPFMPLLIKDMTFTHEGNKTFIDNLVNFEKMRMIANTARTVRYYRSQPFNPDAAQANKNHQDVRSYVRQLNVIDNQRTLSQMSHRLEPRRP
HepG2 tox: HepG2 cytotoxicity, counter-screen for TGF-b inhibitors. HepG2 CAGA-GFP viability, ATP luminescence, 18 h. Potency, µM (titrated, usually from 46.1 µM), without a hit: at the top dose activity change, negative = cytotoxicity, most hits filed as cytotoxic. hit rate 0.76% among 410,000. AID 588856; note: some results filed as inactive show a strong effect at the top dose
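HepG2 CAGA-GFP cells (1000/well, DMEM with 1% FBS) received compound, then TGF-beta at 500 pg/mL final, and were incubated 18 hours at 37 degrees C. Viability was read by CellTiter-Glo luminescence. Media-only wells were set as complete cell-killing and DMSO as no toxicity.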
Nrf2 block: inhibitors of Nrf2 signaling. AID 504444. Potency, µM (highest dose often 46 µM), without a hit: at the top dose activity change, negative = inhibition, actives largely listed as inhibitors. hit rate 2.1% among 360,000. A549 ARE-Fluc reporter, luciferase luminescence, 18-24 h; note: % is set by controls: 0 for no effect and ±100 for the full control effect; nearly all actives have a fitted effect of over 60% in size
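A549 ARE_Fluc cells (5000/well, 5% FBS OPTI-MEM) pre-incubated 2 h, then treated with compounds 18-24 h at 37C/5% CO2 in concentration-response. CellTiter-Fluor viability read first; BugLite luciferase luminescence after 15 min at room temperature gives Nrf2 activity.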
TGFb SMAD3 inh: TGF-b pathway inhibition; AID 588855; hit rate 1.2% among 410,000; HepG2 CAGA-GFP TGF-b/SMAD3 reporter, GFP fluorescence, 18 h; TGF-beta stimulated, 500 pg/mL final; Potency, µM (titrated, usually from 46.1 µM), for the others: at the top dose activity, negative = inhibition, most hits filed as inhibitors; note: % is set by controls: 0 for no effect and ±100 for the full control effect; nearly all actives have a fitted effect of over 65% in size
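HEPG2 CAGA-GFP cells (1000/well, DMEM with 1% FBS) were pre-incubated 2 h at 37 degrees C, given compound by pin tool, then stimulated with TGF-beta at 500 pg/mL final for 18 h before per-cell GFP fluorescence imaging.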
MCF10A rereplic: DNA re-replication induction in MCF 10a cells; MCF 10A DNA re-replication, Hoechst nuclear intensity, 48 h; Potency, µM (doses to about 46.1 µM), without a hit: top-dose activity, positive = re-replication, usual class: activators; hit rate 2.9% among 350,000; note: % of control where 0% means no effect; nearly all actives have a fitted effect of over 50% in size
A549 tox: counter-screen for Nrf2 inhibitors: cytotoxicity in A549 cells | A549 ARE-Fluc cells, CellTiter-Fluor viability, 18-24 h | Potency, µM (top dose mostly 46 µM), for inactives: at the top dose activity change, negative = cytotoxicity, hits mostly inhibitors | hit rate 0.16% among 390,000 | AID 504648; note: % is set by controls: 0 for no effect and ±100 for the full control effect
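A549 ARE-Fluc cells in 5% FBS OPTI-MEM, 5000 cells/well, rested 2 h then exposed to compounds in concentration-response for 18-24 h at 37 °C. Viability by CellTiter-Fluor fluorescence (Ex 405/Em 525) after 30 min; luciferase luminescence (BugLite, 15 min, RT) read afterwards.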
ATXN2 expr inh: inhibitors of ATXN2 expression. hit rate 0.72% among 360,000. AID 1745845. HEK-293 ATXN2-luciferase reporter, luminescence, 24 h. Potency, µM (highest dose often 57 µM), inactives show top-dose activity change, negative = inhibition, hits mostly inhibitors; note: % is set by controls: 0 for no effect and ±100 for the full control effect; nearly all actives have a fitted effect of over 55% in size
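qHTS (up to 57 uM final) was run with 24 h compound exposure of reporter cells at 37 °C. Each well was multiplexed: SteadyGlo luminescence measured ATXN2-luciferase expression after a fluorogenic Gly-Phe-AFC viability readout (25 uM final).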
Numbers without * were called inactive; i = inactive; ? = inconclusive; . = not tested or not shown; [ ] = remark or other dose. Calls come from the whole dose curve; as a rule, active = well fitted curve in the direction sought with a large enough effect; inconclusive = small, poorly fitted or top-dose-only effect, or another doubt; inactive = no such curve, though single readings can be large; an effect the other way counts as inactive or inconclusive. Potency is the fitted concentration of half-maximal effect.

SMILES,ATXN viability,Nrf2 activator,EPAC2 antag,HepG2 tox,Nrf2 block,TGFb SMAD3 inh,MCF10A rereplic,A549 tox,ATXN2 expr inh
NC(=O)COC(=O)c1ccc(NS(=O)(=O)c2ccc3c(c2)OCCO3)cc1,i,-0.7%,3%,1%,?,5%,0%,1%,-4%
COc1cc(C2C=C(C(=O)O)Nc3ncnn32)ccc1O (centres undefined),i,-0.6%,.,1%,2%,0%,.,0%,1%
CC(C)CN(C(=O)CN1CCc2ccccc21)c1c(N)n(CC(C)C)c(=O)[nH]c1=O,i,0.1%,-23%,-6%,4%,-7%,2%,-5%,.
O=C(N/N=C/c1c(F)c(F)c(F)c(F)c1F)c1cccc(S(=O)(=O)N2CCOCC2)c1,?,-0.4%,-2%,10%,-6%,3%,1%[9.22 µM],11%,-23%
CCOc1nc(-c2ccccc2)ccc1-c1noc(-c2ccco2)n1,i,17%,0%,-21%,-11%,-4%,12%,-3%,161%[activator]
Oc1c(Cl)cc(Cl)cc1CNc1ccccn1,i,5.4%,-7%,4%,7%,2%,?,-5%,-2%
CSCCC(NC(=O)c1ccccc1)C(=O)N(C)CC(=O)Nc1ccc(N2CCOCC2)cc1 (centres undefined),i,-1.1%,14%,-1%,16%,-3%,1%,-3%,1%
COc1cc(CCC(=O)OCn2nnc3ccccc3c2=O)cc(OC)c1OC,i,-0.2%,-3%,-27%,-1%,-1%,-3%,4%,0%

Continued, starting with the last 2 of the part before.
SMILES,ATXN viability,Nrf2 activator,EPAC2 antag,HepG2 tox,Nrf2 block,TGFb SMAD3 inh,MCF10A rereplic,A549 tox,ATXN2 expr inh
CSCCC(NC(=O)c1ccccc1)C(=O)N(C)CC(=O)Nc1ccc(N2CCOCC2)cc1 (centres undefined),i,-1.1%,14%,-1%,16%,-3%,1%,-3%,1%
COc1cc(CCC(=O)OCn2nnc3ccccc3c2=O)cc(OC)c1OC,i,-0.2%,-3%,-27%,-1%,-1%,-3%,4%,0%
COc1ccc(C)cc1N(CC(=O)N1CCCC1)S(C)(=O)=O,i,-0.3%,6%,3%,3%,6%,7%,-1%,6%
Cc1ccc(S(=O)(=O)NC(=O)Nc2cc(C)no2)cc1,i,0.0%,0%,6%,-12%,12%,-13%,-2%,.
COc1cc(C2C(Oc3ccccc3C)C(=O)N2Cc2ccc(F)cc2)cc(OC)c1OC (centres undefined),i,0.2%,2%,17%,0%,32%,20%,1%,-16%
C=CCSc1n[nH]c(-c2ccc(OCCC)cc2)n1,i,2.9%,1%,-27%,.,0%,-6%,4%,47%[activator]
Cc1cc(C)nc(N2CCC(C(=O)NC3CC3)CC2)n1,i,1.0%,5%,7%,3%,23%,-16%,-6%,-6%
O=C(CCCn1c(=O)c2ccccc2n(CC(=O)Nc2cccc(Cl)c2)c1=O)NCc1ccc2c(c1)OCO2,i,-1.3%,.,-3%,-1%,?,.,0%,-2%
CCOc1ccccc1OCC(=O)NC1CCCCC1,.,-0.2%,2%,-2%,5%,-17%,9%,1%,.
COc1ccc(-n2cc(-c3ccccc3)c3c(N4CCN(CCO)CC4)ncnc32)cc1,?,7.6%,-2%,-70%,.,?,-13%,-1%,?
Cc1oc(-c2ccccc2Cl)nc1Cn1c(SCc2cccc(F)c2)nc2cccnc21,.,-1.3%,.,-45%,?,?,.,-22%,.
Nc1ncc(Br)cc1S(=O)(=O)Nc1cc(C(F)(F)F)cc(C(F)(F)F)c1,?,5.5%,16µM*,-51%,?,5.6µM*,?,?,0%
COc1ccc(C(=O)n2nc(C#N)c(C#N)c2N)cc1,i,-1.0%,-2%,-7%,4%,?,-2%,-6%,.
O=C1CCC(C(=O)N2CCCCCC2)CN1Cc1cccc(C(F)(F)F)c1 (centres undefined),i,-0.3%,-5%,0%,-1%,0%,-2%,0%,-5%
Cc1ccc(C2NC(c3ccc(C)cc3)C([N+](=O)[O-])C(C)(C)C2[N+](=O)[O-])cc1 (centres undefined),i,-0.1%,-2%,6%,?,-10%,17%,-5%,-10%[11.3 µM]
CCNc1nc(SC(C)C(=O)OC)nc(N(C)C)n1 (centres undefined),i,0.1%,-13%,-7%,?,-8%,2%,19%,-4%[11.3 µM]
CCC(=O)Nc1ccc(NC(=O)CSc2nnnn2C(C)C)cc1,?,-0.2%,-2%,-11%,13%,10%,5%,-1%,2%
CCCn1nnc(NC(=O)c2ccccc2Cl)n1,i,2.7%,-2%,0%,29%,1%,-7%,0%,17%
COc1ccccc1N(CC(=O)Nc1ccccc1C(=O)NCC(C)C)S(C)(=O)=O,?,-0.4%,0%,-2%,-20%,-4%,?,2%,3%
COc1ccc(C2/C=C\CN(Cc3ccccc3)CC(=O)N2Cc2ccc(F)cc2)cc1 (centres undefined),.,.,.,-31%,8%,-27%,.,-4%,.
Cc1nc2nc(SCC(=O)c3ccccc3)[nH]c2cc1Br,i,4.5%,11%,1%,21%,5%,14%,-8%,17%
COc1cc(C(=O)NC(C)c2cc(C)ccc2C)ccc1OCC(=O)N1CCOCC1 (centres undefined),i,-0.6%,2%,-9%,0%,-20%,-3%,-2%,-21%
COc1ccc(C(=O)N(C)CC(=O)Nc2cccc(F)c2)cc1S(=O)(=O)NC1CCCC1,i,0.1%,3%,-9%,1%,4%,-3%,-1%,-5%
CC1CC2(C)C(=CC1=O)CCC1C2C(O)CC2(C)C1CCC2(O)C(=O)CO (centres undefined),i,-0.5%,-1%,0%,0.12µM*,-27%,-31%,1%,-5%
O=C(NCC1CCCO1)C(c1cccs1)N(Cc1ccccc1Cl)C(=O)c1ccc(-c2ccccc2)[nH]1 (centres undefined),i,0.2%,-13%,3%,23µM*,?,?,-6%,-22%
Nc1cc(=O)nc(SCC(=O)Nc2ccc(F)cc2)n1-c1cccc(Cl)c1,i,5.2%,.,-5%,?,-4%,.,10%,-12%
Clc1cccc(CN2CCCCCC2)c1Cl,i,0.3%,11%,-4%,2%,-8%,1%,7%,10%
COc1ccc(NC(=O)c2c(NC(=O)COc3ccc(Cl)cc3)sc3c2CCCCC3)cc1,i,10%,.,0%,6%,10%,.,2%,48%[activator]
O=C(CCC1CCCC1)N=C1SC2CS(=O)(=O)CC2N1Cc1ccccc1 (centres undefined),i,-0.3%,4%,12%,-19%,6%,-1%,0%,-4%
Cc1ccnc(NC(c2ccncc2)c2c(C)[nH]c3ccccc23)c1 (centres undefined),i,-0.3%[9.22 µM],-6%,9%,4%,-12%,-6%,3%,5%
O=C1CC(O)(C(F)(F)F)Oc2c1ccc1ccccc21 (centres undefined),i,6.5%,-4%,10µM*,-21%,16µM*,21µM*,?,-12%
CCOc1ccc(Br)cc1S(=O)(=O)Nc1cccc(S(=O)(=O)NC2=NCCC2)c1,i,1.9%,-5%,-1%,2%,11%,12%,4%,.
Cc1cc(C)c(NC(=O)C2CCN(c3nc4ccccc4n4cccc34)CC2)c(C)c1,.,2.0%,.,5%,-5%,.,.,-9%,.
Cn1c(NCc2ccccc2O)nc2ccccc21,i,3.3%,-6%,-9%,?,-10%,11%,-1%,53%[activator]
CCOC(=O)/C(C#N)=C\c1ccc(CC)s1,i,2.5%,-3%,-40%,-2%,-13%,-6%,1%,21%
COc1ccc(N2C(=O)C(CC(=O)Nc3ccccc3)N(Cc3ccc4c(c3)OCO4)C2=O)cc1 (centres undefined),i,-0.7%,-2%,-12%,?,?,-3%,0%,3%
CCOc1ccc(C(=O)NNC(=O)CCNC(=O)c2ccc(Br)cc2)cc1OC,i,-1.0%,5%,6%,6%,11%,-3%,2%,3%
O=C(CCC1CCCCC1)NCCN1CCOCC1,i,0.0%,?,-4%,0%,18%,6%,5%,-11%
Cc1ccc(NC(=O)CSc2nnc(NC(=O)CN3CCOCC3)s2)cc1,i,-0.1%,-7%,-25%,?,1%,1%,9%,-8%
CCOC(=O)c1cc2cc3ccccc3cc2[nH]1,i,4.2%,6%,4%,?,7%,?,.,54%[activator]
CCN(CC)S(=O)(=O)c1cc(OC)c(Cl)cc1Cl,i,-0.5%,0%,-27%,.,28%,?,9%,-6%
CCCCOC(=O)Nc1ccc(C(=O)OCCC)cc1,i,3.4%,-4%,-19%,19%,-19%,?,.,33%
COc1ccc(C(=O)N2CC3(C)CC2CC(C)(C)C3)cc1 (centres undefined),i,0.4%,-2%,-10%,2%,15%,?,1%,2%
Nc1cc(=O)[nH]n1C1CCCCC1,i,-0.3%,4%,5%,12%,0%,?,-7%,0%
CCOC(=O)CN1C(=O)Nc2ccc(Br)cc2C1c1ccccc1 (centres undefined),i,-0.5%,-4%,-15%,?,-7%,5%,-13%,-7%
CCCCn1nnnc1SCC(=O)Nc1ccc(N(C)C)cc1,i,3.1%,3%,1%,6%,-1%,10%,4%,8%
CCN1CCN(C(=O)CS(=O)(=O)Cc2nc(-c3ccc(C)cc3)oc2C)CC1,i,-0.4%,-2%,-15%,?,1%,2%,-19%,-9%
O=C(CCCOc1ccccc1)n1nnc2ccccc21,i,0.5%,-1%,15%,2%,2%,-8%,-8%[1.84 µM],2%
C#CC(CC)(CC)NC(=O)c1c(C)noc1C,i,-0.5%,12%,-7%,-19%,18%,1%,7%,3%
COC(=O)c1sc(NC(=O)COC(=O)C2CCC2)c(C(=O)OC)c1C,i,0.2%,-14%,7%,5%,10%,1%,2%,-9%
CC(=O)N1CCN(C(=O)OC2CC3CC2[C@H]2CCCCN2C3=O)CC1 (some centres undefined),i,-0.5%,8%,.,.,.,.,.,15%
COC(=O)c1c(NC(=O)c2ccoc2C)sc(C)c1C,i,2.3%,6%,-1%,0%,-5%,-4%,9%,-3%

Not all compounds are listed (hit frequency here may not be typical).
